Screening data: PubChem, ICCB-Longwood Screening Facility, Harvard Medical School
PV pol inh: poliovirus RdRp elongation inhibitors, primary screen, biochemical, fluorescence polarization, total intensity; Genome polyprotein (Poliovirus type 1 (strain Mahoney)), P03300; poliovirus polymerase elongation; active compounds read low; % elongation, % (compound at 16.7 µg/mL); 0.66% of 150,000 active; AID 588519, 2011; in the data active = % elongation below about 90%; also: some results filed as inactive read as strong as hits
Target sequence (P03300 1749-2209 limits assumed): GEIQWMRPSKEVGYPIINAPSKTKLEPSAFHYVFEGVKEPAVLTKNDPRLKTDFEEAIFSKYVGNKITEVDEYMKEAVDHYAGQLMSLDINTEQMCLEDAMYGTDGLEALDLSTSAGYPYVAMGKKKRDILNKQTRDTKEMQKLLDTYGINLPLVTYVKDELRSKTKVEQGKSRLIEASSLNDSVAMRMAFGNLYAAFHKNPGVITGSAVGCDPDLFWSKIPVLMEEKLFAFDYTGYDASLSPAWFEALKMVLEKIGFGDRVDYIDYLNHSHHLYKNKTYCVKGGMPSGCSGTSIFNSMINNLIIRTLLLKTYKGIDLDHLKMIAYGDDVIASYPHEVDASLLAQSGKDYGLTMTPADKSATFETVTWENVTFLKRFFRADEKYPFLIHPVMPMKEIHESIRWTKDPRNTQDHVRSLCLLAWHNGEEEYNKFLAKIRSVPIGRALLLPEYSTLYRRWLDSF
PV pol inh FP z-score: second read-out of PV pol inh, no call of its own (marks repeat the call); z-score; measured here: FP z-score; hits read low
The depositor's hits bear a star. Only part of the results is shown; count on the stated rates, not on these rows.

SMILES | PV pol inh | PV pol inh FP z-score
COC(=O)C1=C(C)N(Cc2ccccc2)C(=O)/C1=C\c1cccc(Cl)c1 | 69 | -9.6
O=C(Nc1nncs1)c1ccc(F)cc1 | 102 | 0.1
COc1ccc(NC(=O)Cn2cnc3ccc(S(=O)(=O)N4CCC(C)CC4)cc3c2=O)c(OC)c1 | 102 | -0.9
ON=C1CCCCC1 | 97 | -0.3
CCNC(=S)NC1CC2CCC1C2 (stereo unspecified) | 101 | -0.4
O=C(OCc1nc2ccccc2c2ccccc12)C1=COCCO1 | 106 | 0.7
COc1ccc(NC(=S)N(C(C)C)C2CCN(C(C)C)CC2)cc1 | 99 | -0.5
CC(=O)C1=C(c2ccc(Cl)c(Cl)c2)N(C(C)=O)n2cnnc2S1 | 86* | -3.9*
O=C(NCCSc1c[nH]c2ccccc12)c1ccccc1Cl | 107 | 0.5
CCOc1cc2[nH]c(=O)n(CCc3ccc(OC)c(OC)c3)c(=O)c2cc1OCC | 100 | -0.3
CN1C(C(=O)c2ccccc2)=C(OC(=O)c2ccc(Br)cc2)c2ccccc2S1(=O)=O | 106 | 0.4
CCC(C)NC(=O)CSc1nc2ccc(Br)cc2c2nc3ccccc3n12 (stereo unspecified) | 101 | -0.3
O=c1c(-c2ccccc2)coc2c(CN3CCCCCC3)c(O)ccc12 | 106 | 1.3
Cc1nn(-c2ccccc2Cl)c2[nH]c(=O)cc(C(F)(F)F)c12 | 102 | 0.8
COc1ccc(OC)c(C2=NOC(C(=O)NC(C)(C)C)C2)c1 (stereo unspecified) | 102 | 0.4
CCOc1ccccc1NC(=O)c1c(NC(=O)c2ccccc2)sc2c1CCCC2 | 106 | 0.5
COc1ccc2[nH]c3c(=O)n(Cc4ccc(C(=O)NC5CC5)cc4)c(=S)[nH]c3c2c1 | 100 | -0.3
c1nc2ccc(Cc3ccc4nc[nH]c4c3)cc2[nH]1 | 104 | 0.7
COc1ccc(CNC(=O)COCc2cc(-c3cccs3)on2)cc1 | 109 | 0.4
CCN(CC)C(=O)c1cc2c(=O)n3cccc(C)c3nc2s1 | 100 | -0.5

Some values from above:
In PV pol inh, O=C(NCCSc1c[nH]c2ccccc12)c1ccccc1Cl reads 107
In PV pol inh FP z-score, COc1ccc(NC(=S)N(C(C)C)C2CCN(C(C)C)CC2)cc1 reads -0.5
In PV pol inh FP z-score, O=C(OCc1nc2ccccc2c2ccccc12)C1=COCCO1 reads 0.7
In PV pol inh FP z-score, ON=C1CCCCC1 reads -0.3
In PV pol inh FP z-score, CCC(C)NC(=O)CSc1nc2ccc(Br)cc2c2nc3ccccc3n12 (stereo unspecified) reads -0.3
In PV pol inh, CCN(CC)C(=O)c1cc2c(=O)n3cccc(C)c3nc2s1 reads 100

The list goes on:
SMILES | PV pol inh | PV pol inh FP z-score
CC[C@@H](C(=O)[C@@H](C)[C@@H](O)[C@H](C)[C@@H]1O[C@@H]([C@@H](CC)C(=O)O)CC[C@@H]1C)[C@H]1OC2(C=C[C@@H](O)[C@]3(CC[C@@](C)([C@H]4CC[C@](O)(CC)[C@H](C)O4)O3)O2)[C@H](C)C[C@@H]1C (stereo partly specified) | 100 | 0.1
c1ccc(CN=C2CCc3ccccc3N2)cc1 | 102 | 0.4
CC(c1nnc(SCC(=O)Nc2sccc2C#N)n1-c1ccc(Cl)cc1)N(C)C (stereo unspecified) | 108 | 1
CCOC(=O)c1c(C2CC2)csc1NC(=O)Cn1c(SC(C)C)nc2ccccc21 | 99 | -0.3
Cc1ccc(-c2ccc(O)cc2)cc1 | 97 | -1.1
Cc1c(C(=O)Nc2ccc(F)cc2F)nnn1-c1ccccc1Br | 116 | 0.5
Cc1cc(C)c2c(c1)/C(=N\N=c1\sc3ccccc3n1C)C(=O)N2 | 106 | 0.5
CCc1ccc(/C=C2/C(=O)N(C3CCCCC3)C(=S)N2C)cc1 | 100 | -0.1
NC(=O)C1CCN(C2CC(=O)N(Cc3ccc4c(c3)OCO4)C2=O)CC1 (stereo unspecified) | 103 | 0.2
CC(C)(C)C(=O)CC1(O)C(=O)N(Cc2ccccc2)c2ccccc21 (stereo unspecified) | 100 | -0.1
Cc1ccc(CNC(=O)Cc2ccc(NC(=O)N3CCSc4ncccc43)cc2)cc1 | 107 | 0.2
COc1cc(S(=O)(=O)Nc2ccc(NC(C)=O)cc2)ccc1F | 102 | 0.6
Cc1ccc(N2C(=O)/C(=C\c3ccc4c(c3)OCO4)N=C2SCC#N)cc1 | 114 | 2.5
CCN(CC)C(=O)c1cccc(OC)c1 | 105 | 0.2
O=C(CN1C(=O)c2ccccc2S1(=O)=O)N1CCCC1c1ccc2c(c1)OCCCO2 (stereo unspecified) | 103 | 0.2
Cc1ccc2nc(-c3ccccn3)[nH]c2c1 | 101 | -0.2
Cc1ccccc1Cn1c(=O)n(CCCCC(=O)NC2CCCC2)c(=O)c2ccccc21 | 102 | 0.3
CC(=O)OC1=C(C(=O)c2ccccc2)N(C)S(=O)(=O)c2ccccc21 | 102 | 0.3
Cc1ccccc1OCc1nnc(SCc2cc(=O)c3cccc(F)c3[nH]2)n1C | 105 | -0.2
Cc1cc(Cl)ccc1NS(=O)(=O)c1ccc2c(c1)[C@H]1C=CC[C@H]1[C@@H](c1ccccc1)N2 | 106 | 1

Three structures already listed, sorted by heavy-atom count, low to high:
SMILES | PV pol inh | PV pol inh FP z-score
CC(C)(C)C(=O)CC1(O)C(=O)N(Cc2ccccc2)c2ccccc21 (stereo unspecified) | 100 | -0.1
CCOC(=O)c1c(C2CC2)csc1NC(=O)Cn1c(SC(C)C)nc2ccccc21 | 99 | -0.3
Cc1cc(Cl)ccc1NS(=O)(=O)c1ccc2c(c1)[C@H]1C=CC[C@H]1[C@@H](c1ccccc1)N2 | 106 | 1

Other results follow:
SMILES | PV pol inh | PV pol inh FP z-score
CC1(C)CC2(CC(c3ccccc3F)c3cc(Cl)c(O)cc3O2)NC(=S)N1 (stereo unspecified) | 108 | 0.4
O=C(NCN1CCN(c2ccccn2)CC1)c1cnccn1 | 100 | -0.1
CCOC(=O)c1cccc(NC(=O)C2CCN(S(=O)(=O)c3cn(C)cn3)CC2)c1 | 104 | -0.4
COc1ccc(Cn2c(C(=O)O)c(CNCc3ccc(OC)cc3OC)c3ccc(C)cc32)cc1 | 109 | 0.2
O=C(OC1CCOC1=O)c1ccc(S(=O)(=O)N2CCCc3ccccc32)cc1 (stereo unspecified) | 99 | -0.7
Cc1ccccc1Nc1c(-c2cccs2)nc2cccc(C)n12 | 105 | -1
COc1cc(NC(=O)c2cc(-c3cccs3)on2)c(OC)cc1Cl | 107 | 0.5
Cc1ccc(-n2ncc(C(=O)Nc3ccc4c(c3)OCCO4)c2C2CCN(C(=O)OC(C)(C)C)CC2)cc1 | 101 | -0.9
C=CCC1Cc2ccccc2C(CC=C)N1 (stereo unspecified) | 100 | -0.4
ON=C1c2ccccc2-c2ccccc21 | 100 | 0.1
Cc1nnsc1C(=O)N/N=C/c1ccncc1 | 101 | 0.3
Cc1ccc(NC(=O)CCC(=O)N2CCSc3ccccc32)cc1 | 110 | 0.8
Cc1cc(C)n2nc(SCC(=O)N(C)Cc3ccccc3)nc2n1 | 103 | 0.1
C=CCOC(=O)C1C(c2ccccc2)c2c([nH][nH]c2=O)CC1(C)O (stereo unspecified) | 102 | -0.2
CC(=O)Nc1ccc(Br)cc1 | 104 | -0.3
Nc1nc2ccccc2n1C(=O)c1ccccc1 | 101 | 0
Cc1ccc(-c2nc3ncccc3o2)cc1NC(=O)/C=C/c1ccc(Cl)cc1 | 100 | -0.1
COc1c(C(=O)O/N=C(\N)c2cccs2)csc1Cl | 102 | 0
NNc1ccc2[nH]c(=O)[nH]c2c1 | 101 | 0
COc1ccc(-n2c(-c3ccco3)nc3ccccc3c2=O)cc1 | 100 | -0.4

Next section; the last three above are carried over.
SMILES | PV pol inh | PV pol inh FP z-score
COc1c(C(=O)O/N=C(\N)c2cccs2)csc1Cl | 102 | 0
NNc1ccc2[nH]c(=O)[nH]c2c1 | 101 | 0
COc1ccc(-n2c(-c3ccco3)nc3ccccc3c2=O)cc1 | 100 | -0.4
NC(=O)C1CCN(c2nc(C3CC3)nc3c2nnn3Cc2ccccc2Cl)CC1 | 102 | 0.3
COC(=O)c1ccc2c(=O)n3nc(NCC4CCCO4)sc3nc2c1 (stereo unspecified) | 100 | -0.5
N=C(SC1CC(=O)N(c2ccc(C(=O)O)cc2)C1=O)N1N=C(c2ccccc2)CC1c1ccccc1 (stereo unspecified) | 100 | -0.1
Cc1c(C(=O)NCc2ccccc2)oc2ccc(S(=O)(=O)N(C)C3CCCCC3)cc12 | 101 | 0.2
COc1ccc(-c2cc3nc(N)cc(=O)n3[nH]2)cc1 | 104 | 0.1
COC(=O)C(O)(c1ccc(N(C)C)cc1)C(F)(F)F (stereo unspecified) | 99 | -0.1
CC1=C(C)CC2C(=O)N(Cc3ccccc3)C(=O)C2C1 (stereo unspecified) | 106 | 1.4

One compound at a time (already shown). Order of screens: PV pol inh, PV pol inh FP z-score
Cc1c(C(=O)NCc2ccccc2)oc2ccc(S(=O)(=O)N(C)C3CCCCC3)cc12 across the screens: 101, 0.2
NC(=O)C1CCN(c2nc(C3CC3)nc3c2nnn3Cc2ccccc2Cl)CC1 across the screens: 102, 0.3
COc1ccc(-c2cc3nc(N)cc(=O)n3[nH]2)cc1 across the screens: 104, 0.1
COC(=O)C(O)(c1ccc(N(C)C)cc1)C(F)(F)F (stereo unspecified) across the screens: 99, -0.1
